# Source: PubChem BioAssay
# GoLoco inh red: qHTS Assay for Inhibitors of RGS12 GoLoco Motif Activity (Red Fluorophore) | Gai1:RGS12 GoLoco peptide FP, rhodamine, 10 min | Potency, µM (highest dose often 61.6 µM), for the others: top-dose activity, negative = inhibition, actives largely listed as inhibitors | 230,000 tested, 0.44% active | AID 880, 2007; active = well fitted inhibition curve with a large enough effect, not every such curve was filed as active; inactive = no such curve, though single readings can be large or run the other way; also: % is scaled to controls: 0 for no effect and ±100 for the full control effect; nearly all actives have a fitted effect of over 30% in size; many of its hits are not listed in these tables
# Target sequence (P63096 whole entry, looked up): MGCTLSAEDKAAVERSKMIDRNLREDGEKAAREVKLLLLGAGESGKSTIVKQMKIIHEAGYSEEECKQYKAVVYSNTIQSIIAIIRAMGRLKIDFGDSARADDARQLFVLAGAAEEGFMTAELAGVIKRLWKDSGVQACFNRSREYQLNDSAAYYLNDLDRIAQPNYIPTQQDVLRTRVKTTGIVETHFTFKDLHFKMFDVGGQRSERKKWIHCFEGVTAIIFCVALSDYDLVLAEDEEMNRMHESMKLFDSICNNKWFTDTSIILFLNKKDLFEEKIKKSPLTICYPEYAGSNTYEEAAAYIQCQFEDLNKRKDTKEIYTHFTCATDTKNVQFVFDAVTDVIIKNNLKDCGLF
# IMPase Li inh: qHTS Assay for Identifying the Cell-Membrane Permeable IMPase Inhibitors: Potentiation with Lithium; CHO-M1 cells, IP1 TR-FRET (IP-One), carbachol + lithium; 210,000 tested, 0.35% active; Potency, µM (top dose mostly 59.4 µM), for inactives: at the highest dose activity, negative = IMPase inhibition, most hits filed as inhibitors;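 also: IP1 builds up when IMPase is blocked and the TR-FRET signal falls; plate controls were basal vehicle for no effect and high inhibitor control for full effect; nearly all actives have a fitted effect of over 50% in size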
#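 IP1 accumulation measured by competitive TR-FRET in lysed CHO-M1 cells after 30 min compound exposure at 37C, with a small lithium addition to potentiate weak responses. Hill-equation AC50 from ratio and donor-channel data.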
# GAA glycogen: qHTS Assay for Inhibitors and Activators of Human alpha-Glucosidase Cleavage of Glycogen; recombinant GAA, glycogen substrate, Amplex Red glucose oxidase fluorescence; Potency, µM (doses to about 76.4 µM), for the others: at the highest dose activity change, negative = inhibition, actives largely listed as inhibitors; 300,000 tested, 0.38% active; AID 2100, 2009;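 also: 0% = full enzyme reaction and -100% = no-enzyme basal signal; the screen sought inhibitors and activators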
#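 qHTS, 1536-well; enzyme 4 nM final; cpd up to 77 uM; substrate bovine liver glycogen 30 ug; 50 mM citrate/phosphate pH 5.0, 0.01% Tween-20; 37 C, 40 min; Amplex Red detection 45 min RT; Hill fit → AC50.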
# GAA inh: qHTS Assay for Inhibitors of Human alpha-Glucosidase as a Potential Chaperone Treatment of Pompe Disease | Lysosomal alpha-glucosidase (Homo sapiens), P10253 | purified human GAA, 4-MU-alpha-glucoside fluorescence | Potency, µM (titrated, usually from 76.9 µM), without a hit: at the highest dose activity change, negative = inhibition, actives largely listed as inhibitors | 200,000 tested, 0.005% active | AID 1466, 2008;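 also: plate controls were uninhibited enzyme wells for no effect and no-enzyme background for full effect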
#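 Read-out is 4-methylumbelliferone fluorescence (Ex 365/Em 440 nm) after NaOH/glycine stop at pH 10. Enzyme 4 nM, substrate 400 uM, pH 5.0 citrate buffer, 20 min room temperature; AC50 from Hill-equation concentration-response.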
# HTT ATP protect: qHTS Multiplex Assay to Identify Dual Action Probes in a Cell Model of Huntington: Cytoprotection (ATP). Potency, µM (series often up to 56.4 µM), inactives show cytoprotection (ATP increase), hits mostly activators. PC12 HTT-Q103 induced, cytoprotection, ATP luminescence, 40 h. 230,000 tested, 0.14% active;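 also: % of control where 0% means no effect; nearly all actives have a fitted effect of over 45% in size; toxic huntingtin expression switched on by the ecdysone agonist tebufenozide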
#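 PC12 cells stably carrying ecdysone-inducible Htt exon 1 (Q103)–GFP were induced with 100 nM tebufenozide (final) alongside library compounds in a dose series. Cytoprotection was scored as retained ATP by ATPlite luminescence.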
# HTT aggregate: qHTS Multiplex Assay to Identify Dual Action Probes in a Cell Model of Huntington: Aggregate Formation (GFP). PC12 HttQ103-GFP aggregates, Acumen cytometry, 40 h. 220,000 tested, 1.1% active. Potency, µM (highest dose often 46.1 µM), inactives show top-dose activity change, negative = inhibition, hits mostly inhibitors; also: % is scaled to controls: 0 for no effect and ±100 for the full control effect; nearly all actives have a fitted effect of over 60% in size
#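 Steps: seed 1500 PC12 HTTQ103-GFP cells/well; add tebufenozide, 100 nM final; add compound titration; add ATPLite reagent; quantify GFP aggregates by laser scanning cytometry.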
# GAA spleen mod: qHTS Assay for Inhibitors and Activators of Human alpha-Glucosidase From Spleen Homogenate | Lysosomal alpha-glucosidase (Homo sapiens), P10253 | AID 2112, 2009 | 240,000 tested, 0.006% active | human spleen homogenate, 4-MU-alpha-glucoside fluorescence | Potency, µM (doses to about 79.9 µM), inactives show at the highest dose activity change, negative = inhibition, usual class: inhibitors;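 also: 0% = enzyme with vehicle and -100% = no enzyme basal signal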
#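 Human spleen homogenate (1 ug) incubated with compounds and 1 mM 4-methylumbelliferyl-alpha-D-glucopyranoside in pH 5.0 citrate/phosphate buffer, 37 C, 40 min. Stopped at pH 10; 4-MU fluorescence (Ex 365/Em 440 nm); AC50 by Hill fit.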
# * hit, by the source's call; ? = inconclusive; . = not tested or not shown; & = joins results of further samples; [ ] = dose if it differs, or a comment. Unless noted, calls follow the shape of the dose curve; as a rule, active = well fitted curve in the direction sought with a large enough effect; inconclusive = small, poorly fitted or top-dose-only effect, or another doubt; inactive = no such curve, though single readings can be large; an effect the other way counts as inactive or inconclusive. Potency is read from the fitted curve at half-maximal effect. These rows are one share of the data. The share of hits here may be higher or lower than overall.
SMILES,GoLoco inh red,IMPase Li inh,GAA glycogen,GAA inh,HTT ATP protect,HTT aggregate,GAA spleen mod
O=c1[nH]c(/C=C/c2ccc(OC(F)F)cc2)nc2c1cnn2-c1ccccc1,7%,7%,-2%,9%,-57%[inhibitor],3%,10%
CN(Cc1ccccc1NC(=O)c1ccc(S(=O)(=O)N(C)C)cc1)C1CCCCC1,-1%,12%,2%,-10%,-37%[inhibitor],-15%,-9%
COc1ccc(N(CC(=O)O)S(=O)(=O)c2ccc(C)cc2)cc1Cl,-3%,6%,-5%,2%,.,.,-2%
Cc1ccc(S(=O)(=O)NN2C(=O)/C(=C/c3cccn3C)SC2=S)cc1,7%,-9%,-3%,-11%,8%[10 µM],18%,-13%
Cn1c(Oc2ccc3c(c2)OCO3)nc2c1c(=O)n(Cc1ccccc1)c(=O)n2C,10%,5%[38.3 µM],6%,?,-13%,5%,12%
N#C/C(=C\C=C\c1ccccc1)c1nc(-c2ccc(Cl)cc2)cs1,21%,.,4%,-7%,0%[10 µM],-10%[9.22 µM],-7%
COC(=O)Cc1[nH]nc2c1C1(C(=O)N(Cc3ccccc3)c3ccccc31)C(C#N)=C(N)O2 (centres undefined),11%,-2%[38.3 µM],5%,-4%,-7%,-28%,-4%
COc1ccc(N2C(=O)CC(Sc3n[nH]c(-c4ccc(C)cc4)n3)C2=O)cc1 (centres undefined),-16%,8%,-23%,11%,18%[10 µM],-2%[9.22 µM],5%
Cc1cc(C)cc(NC(=O)N2CCC(NC(=O)c3ccc(F)cc3)CC2)c1,.,.,-11%,-14%,-31%[10 µM],12%,7%
CN1CCN(C(=O)/C(=C\c2cccc([N+](=O)[O-])c2)NC(=O)c2cccs2)CC1,6%,1%,0%,?,3%[10 µM],-1%[9.22 µM],6%

# In another format: results already given
canonical_smiles	GoLoco inh red	IMPase Li inh	GAA glycogen	GAA inh	HTT ATP protect	HTT aggregate	GAA spleen mod
O=c1[nH]c(/C=C/c2ccc(OC(F)F)cc2)nc2c1cnn2-c1ccccc1	7%	7%	-2%	9%	-57%[inhibitor]	3%	10%
CN(Cc1ccccc1NC(=O)c1ccc(S(=O)(=O)N(C)C)cc1)C1CCCCC1	-1%	12%	2%	-10%	-37%[inhibitor]	-15%	-9%

# Further compounds
SMILES,GoLoco inh red,IMPase Li inh,GAA glycogen,GAA inh,HTT ATP protect,HTT aggregate,GAA spleen mod
O=C(CN1C(=O)c2cccc3cccc1c23)Nc1ccc(S(=O)(=O)Nc2nccs2)cc1,-6%,7%[38.3 µM],1%,-19%,12%,-2%,-12%
Cc1c(C(=O)NCC2CCCO2)sc2nc(-c3ccc(F)cc3)cn12 (centres undefined),10%,21%[38.3 µM],-18%,2%,14%[10 µM],6%,1%
N=c1n(CC(=O)O)c2ccccc2n1Cc1ccccc1Cl,.,.,8%,-1%,-19%[0.074 µM],-5%,6%
COc1cccc(NC(=O)c2cccc(C)c2[N+](=O)[O-])c1,-2%,8%,20%,-3%,-8%[10 µM],-5%[9.22 µM],2%
Cc1ccc(NC(=O)COC(=O)c2ccc3c(c2)OCO3)c(C)c1,13%,.,-10%,2%,11%[10 µM],7%[9.22 µM],-5%
CCCCn1nc2cc(C(=O)NCC34CC5CC(CC(C5)C3)C4)ccc2c1OC,2%,-9%[38.3 µM],-9%,2%,-24%,-17%,-5%
CCOC(=O)c1c([N+](=O)[O-])c(C)[nH]c(=O)c1C#N,9%,.,7%,4%,-16%[10 µM],-10%[9.22 µM],3%
O=C(COC(=O)c1ccc(NS(=O)(=O)c2cccs2)cc1O)NC1CCCCC1,3%,.,2%,.,33%[10 µM],19%[9.22 µM],0%
C[C@H]1C(c2ccccc2)=NN(c2ccccc2)[C@@H]1CO,20%[88.7 µM],-17%,.,.,-18%[96.6 µM],.,?
CC(=O)c1cnc2cc(-c3ccc(Cl)cc3)nn2c1C,-7%,4%[38.3 µM],-12%,1%,9%[10 µM],-21%,-5%
Nc1c2c(nc3ccc(Br)cc13)N(Cc1ccccc1)CC2,3%,18%,-4%,-10%,4%[10 µM],-17%,-4%
Cc1cc(C)c(C#N)c(SCC2COc3ccccc3O2)n1 (centres undefined),14%,-26%[38.3 µM],5%,-9%,-14%,4%,-4%
O=C(O)CCCNS(=O)(=O)c1ccc(NCc2ccccc2)c(C(=O)O)c1,-4%,-1%[38.3 µM],-4%,?,-7%[10 µM],1%,-1%
CCN(C(=O)COC(=O)c1cccc(-n2cnnn2)c1)C1CCCCC1,9%,3%,6%,6%,24%[10 µM],-12%,2%
Nc1ccc(-c2ccc(N)cc2C(F)(F)F)c(C(F)(F)F)c1,-1%,28%[38.3 µM],2%,?,10%[10 µM],1%,-12%
COc1cc2c(cc1OC)C(c1cccnc1)CC(=O)N2 (centres undefined),3%,0%,4%,7%,6%,5%,-5%
COc1ccc(-c2csc(NC(=O)C3CC(=O)N(c4ccc5c(c4)OCCO5)C3)n2)cc1 (centres undefined),.,.,-1%,-10%,16%[10 µM],?,-4%
CN1CCN(C(=O)c2ccc3c(=O)n(Cc4ccco4)c(=S)[nH]c3c2)CC1,7%,47%[activator][38.3 µM],1%,1%,-17%,14%[9.22 µM],5%
COC(=O)c1ccc(CSc2nc(C(F)(F)F)c3c(c2C#N)CCC3)o1,16%,16%[38.3 µM],-12%,5%,27%,2%,-9%
COC(=O)/C=C1\NCCSC1=O,1%,-18%[38.3 µM],4%,3%,-14%[0.074 µM],2%,-18%
CC/C=C/C(=O)N1CC2(CC(c3cccc(NC(=O)CCCCC)c3)=NO2)C[C@H]1C(N)=O (some centres undefined),6%,.,-8%,.,-5%[10 µM],-31%[9.22 µM],-15%
C1=C(c2ccccc2)Nc2nnnn2C1,-58%,10%[38.3 µM],-15%,-2%,6%,5%,-2%
CCCNCc1cc(Br)ccc1OCC(=O)NCCc1ccccc1,-19%,3%,-1%,-3%,.,-10%,0%
Cc1cc(=O)oc2cc(NC(=O)CCC(=O)O)ccc12,-12%,-14%[38.3 µM],3%,?,13%,-2%,-13%
O=C(OCc1c(Cl)nc2sccn12)c1cc2c(s1)CCCC2,-5%,4%[38.3 µM],-3%,-17%,7%[1.9 µM],0%,6%
Cn1c(=O)c2c(ncn2CC(O)CO)n(C)c1=O (centres undefined),3%&0%,-7%&-1%,2%,-1%[15.4 µM],6%,-10%,6%&-2%
Nc1nc(N)c2nn(-c3ccc(C(=O)O)cc3)nc2n1,1%[14.2 µM],5%,.,.,9%[10 µM],.,.
CCOc1cccc2cc(-c3cn4cc(C)ccc4n3)c(=O)oc12,4%,-8%[38.3 µM],1%,2%,-58%[inhibitor],21%,-4%
O=C(COc1ccccc1[N+](=O)[O-])NC1CC1,0%,2%,4%,-10%,-14%,-7%,-22%
NC(=O)c1ccccc1NC(=O)CCCN1C(=O)CCC1=O,-8%,-4%,0%,-5%,-5%[0.074 µM],-12%,-5%
Cc1nc(SCC(=O)N2CCN(c3ccccc3)CC2)c2oc3ccccc3c2n1,8%,5%[38.3 µM],6%,8%,-25%[0.074 µM],-17%,-8%
CCOc1ccc(NC(=O)Cc2c(O)c3ccccc3[nH]c2=O)cc1,13%,2%[38.3 µM],-10%,-2%,15%,7%,0%
COc1ccccc1CNC(=O)/C=C/c1ccc(Br)o1,5%,0%,-12%,-2%,-28%,-12%,2%
O=C(c1cccc(F)c1)N1CCC2(CC1)CN(c1ccccn1)C2,5%,17%,.,.,-13%,.,-4%
COc1ccc(C2C(C(=O)OCC(=O)Nc3ccc(C)cc3)CCC(=O)N2c2ccc(OC)cc2)cc1 (centres undefined),2%,49%[activator][38.3 µM],6%,-8%,6%,-3%,1%
CC(=O)CC(=O)NC(=NC1CCCCC1)Nc1nc(C)cc(C)n1,9%,15%,5%,3%,-16%[0.074 µM],21%,0%
C#CCSc1ncc(S(=O)(=O)c2ccccc2)c(=O)[nH]1,-1%,-5%,1%,0%,14%[10 µM],7%,2%
Cc1ccc(-c2c(C#N)c(N)nc3c2CCCC3)s1,0%,?,-1%,4%,1%[10 µM],-4%,-3%
CCCn1c(N)c(N2CCCCC2)c(=O)n(CC(=O)Nc2ccc(OC(F)(F)F)cc2)c1=O,-6%,-3%[38.3 µM],-11%,-1%,6%[10 µM],16%,-5%
Cc1cccc(-c2nc3ccccc3c(=O)n2NC(=O)/C=C/c2ccc([N+](=O)[O-])cc2)c1,0%,-12%,-3%,2%,15%[10 µM],1%,4%
O=C(CN1CCN(Cc2ccccc2Cl)C1=O)NC1CCCCCC1,7%,18%[38.3 µM],3%,-6%,-17%,-8%[9.22 µM],-5%
N#CC1=C(N)n2c(s/c(=C\c3ccco3)c2=O)=C(C#N)C1c1ccco1 (centres undefined),39%[activator],14%[38.3 µM],6%,-5%,-17%[10 µM],2%,-3%
N#Cc1c(N)nc(N)nc1Nc1ccc(Br)cc1,-2%,.,-1%,1%,33%[10 µM],15%[9.22 µM],6%
Cc1cccc(/C=N/NC(=O)CN2CCCCCCC2)c1,-10%,-1%,-6%,-1%,7%[1.9 µM],-11%,-3%
CC1CC(CC(=O)NNc2nc(-c3ccccc3)cs2)C(=O)O1 (centres undefined),-2%,-11%,?,-2%,-66%[inhibitor],0%,-4%
COC1C(OC(=O)/C=C/C=C/C=C/C=C/C(=O)O)CCC2(CO2)C1C1(C)OC1CC=C(C)C (centres undefined),6%,.,.,.,26%,24%,.
COc1ccc(Cl)cc1NC(=O)CN(C)C(C)C(=O)NCC1CCCCC1 (centres undefined),-7%,-2%[38.3 µM],-2%,?,-19%[0.074 µM],1%,0%
COc1ccc(C(CC(=O)N2CCN(c3ccccc3)CC2)c2c(OC)cc(OC)c3c(-c4ccccc4)cc(=O)oc23)cc1 (centres undefined),18%,.,7%,.,-22%[10 µM],9%[9.22 µM],-3%
CCCn1nnnc1SCC(=O)c1ccc2c(c1)OCCO2,4%,26%[38.3 µM],7%,0%,11%[1.9 µM],-7%,-3%
OC(C#CCCN1CCCCC1)(c1ccccc1)c1ccccc1,-7%,.,-13%,-8%[15.4 µM],-17%[10 µM],-8%[9.22 µM],-4%
O=C(Nc1ccc2[nH]c(=S)sc2c1)c1ccccc1,-6%,0%,-9%,-2%,7%[10 µM],-2%,4%
